TrxR1 substrate: substrates of rat thioredoxin reductase 1; O89049; purified TrxR1 substrate turnover, NADPH consumption readout; Potency, µM (doses to about 114 µM), without a hit: at the highest dose activity change, negative = substrate turnover; 390,000 compounds, 0.01% hits; AID 588456; note: potency is the fitted concentration of half-maximal effect; % is set by controls: 0 for no effect and ±100 for the full control effect; nearly all actives have a fitted effect of over 50% in size
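Rat TrxR1, dispensed at 90 nM, was prereduced with 400 uM NADPH (final) for 5 min at ~22 deg C, then incubated with compound 15 min before 400 uM selenite. A first-read NADPH fluorescence drop versus no-compound background flagged substrates.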
PI4K2A inh: blocks human PI4K2A kinase activity. purified PI4K2A, ADP-Glo luminescence, 1 h; active compounds read low. 420,000 compounds, 0.13% hits. activity change, negative = inhibition, % at 76.9 µM. Q9BTU6. AID 1346378; in the data active = activity change below about -50%; inconclusive = mostly about -30% to -49%;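 note: -100% = wells without enzyme as full effect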
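In this quantitative HTS, ADP production by PI4K2A was quantified luminescently after 1 h at ambient temperature; 100 microM adenosine served as plate-quality control.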
IDH1 R132H inh: inhibitors of human mutant IDH1 R132H; IDH1-R132H enzyme, NADPH consumption, diaphorase/resazurin fluorescence; Potency, µM (highest dose often 76.6 µM), without a hit: at the highest dose activity change, negative = inhibition, actives largely listed as inhibitors; 390,000 compounds, 0.093% hits; AID 602179; note: potency is the fitted concentration of half-maximal effect; % is set by controls: 0 for no effect and ±100 for the full control effect; nearly all actives have a fitted effect of over 65% in size
Target sequence (O75874 whole entry R132H, stated change not applied): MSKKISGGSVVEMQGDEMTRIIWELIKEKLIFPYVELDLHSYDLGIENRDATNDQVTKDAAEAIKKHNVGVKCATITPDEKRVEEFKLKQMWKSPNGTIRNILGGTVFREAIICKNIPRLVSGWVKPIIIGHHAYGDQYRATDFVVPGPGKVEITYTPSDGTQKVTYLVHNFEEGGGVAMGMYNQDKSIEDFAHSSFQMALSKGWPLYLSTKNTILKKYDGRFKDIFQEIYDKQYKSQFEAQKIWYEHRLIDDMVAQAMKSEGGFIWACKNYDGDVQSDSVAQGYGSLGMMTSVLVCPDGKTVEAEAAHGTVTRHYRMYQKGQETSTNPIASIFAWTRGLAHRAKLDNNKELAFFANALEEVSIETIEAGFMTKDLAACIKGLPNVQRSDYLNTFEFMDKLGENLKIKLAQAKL
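IDH1-R132H (0.5 ug/mL dispensed) in pH 7.5 Tris buffer was preincubated 30 min with compound, then given a substrate mix of 0.016 mM NADPH and 2 mM alpha-KG for 80 min at room temperature; remaining NADPH was read by diaphorase/resazurin fluorescence.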
D2 ag: agonists of human D2 dopamine receptor; P14416; HEK293 T-REx D2 cells, calcium flux agonist mode; activation, % at 2 µM; 340,000 compounds, 0.53% hits; AID 485358;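 active = activation over 3 SD above normal in the single-dose calcium agonist read, cut at about 30% in these data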; note: 0% is about no effect
Target sequence (P14416 whole entry, looked up): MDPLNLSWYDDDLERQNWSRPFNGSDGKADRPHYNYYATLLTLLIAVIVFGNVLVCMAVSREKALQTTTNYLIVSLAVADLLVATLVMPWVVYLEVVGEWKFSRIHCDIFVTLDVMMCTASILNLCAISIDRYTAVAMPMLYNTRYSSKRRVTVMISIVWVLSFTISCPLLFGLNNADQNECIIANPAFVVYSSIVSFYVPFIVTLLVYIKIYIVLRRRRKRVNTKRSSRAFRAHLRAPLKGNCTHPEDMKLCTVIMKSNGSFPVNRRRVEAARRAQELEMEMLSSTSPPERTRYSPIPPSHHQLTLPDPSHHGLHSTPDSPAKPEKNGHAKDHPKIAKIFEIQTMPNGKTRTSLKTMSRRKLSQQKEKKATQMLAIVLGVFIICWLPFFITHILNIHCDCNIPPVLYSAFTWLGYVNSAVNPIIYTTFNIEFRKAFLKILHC
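Calcium-flux readout, 1 cycle/sec over 180 s following compound pin transfer, in inducible HEK293 Trex D2 cells (force-coupled); dopamine controls included. Positive calcium responses during this window marked compounds as potential agonists.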
D2 antagonist: antagonists of human D2 dopamine receptor; HEK293 TREx D2 cells, calcium flux, dopamine EC80; AID 485344; 340,000 compounds, 2% hits; P14416; inhibition, % at 10 µM; in the data active = inhibition above about 30%; note: 0% is about no effect
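Calcium flux kinetic readout in an inducible HEK293 TREx D2 line plated overnight at 30 C. After 180 s compound exposure, an EC80 dopamine challenge follows with another 180 s kinetic read to detect antagonism.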
USP1-UAF1 inh: inhibitors of human USP1/UAF1 deubiquitinase; O94782; recombinant USP1/UAF1, Ub-Rhodamine cleavage fluorescence; Potency, µM (doses to about 57.1 µM), inactives show top-dose activity change, negative = inhibition, most hits filed as inhibitors; 390,000 compounds, 0.23% hits; note: potency is the fitted concentration of half-maximal effect; % is set by controls: 0 for no effect and ±100 for the full control effect; nearly all actives have a fitted effect of over 60% in size; inactives centre near -12
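High-throughput fluorogenic screen: 1nM USP1/UAF1 complex, Ub-Rho substrate 150nM final, 50mM HEPES pH 7.8 with 0.5mM EDTA, 0.1 mg/ml BSA, 1mM TCEP and 0.01% Tween-20.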
TRHR agonist: agonists of human TRH receptor | P34981 | activation, % at 2 µM | AID 493084 | TRHR cells, calcium flux fluo-8, FDSS agonist mode | 360,000 compounds, 0.18% hits; in the data active = activation above about 30%; note: 0% is about no effect
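Read-out: compound-evoked intracellular calcium rise in TRHR cells, fluo-8 dye, kinetic FDSS fluorescence at 1 s/cycle following a 10-cycle baseline. Cells cultured overnight before dye loading (30 min–1.5 h, RT).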
TrxR1 inh: rat TrxR1 inhibition | O89049 | recombinant rTrxR1, NADPH fluorescence consumption, selenite substrate | Potency, µM (doses to about 114 µM), for the others: at the top dose activity change, negative = inhibition, actives largely listed as inhibitors | 390,000 compounds, 1% hits | AID 588453; note: potency is the fitted concentration of half-maximal effect; % is set by controls: 0 for no effect and ±100 for the full control effect; nearly all actives have a fitted effect of over 65% in size
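Rat TrxR1 (90 nM in the dispensed reagent) was pre-reduced with 400 uM NADPH for 5 min at room temperature, then incubated with compound for 15 min. After 400 uM selenite was added, NADPH fluorescence (Ex 340/Em 450 nm) was followed for 8 min.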
TRHR PAM: allosterically enhances the human TRH receptor. TRHR cells, fluo-8 calcium fluorescence, EC20 TRH enhancement. enhancement, % at 2 µM. 360,000 compounds, 0.66% hits; in the data active = enhancement above about 30%; note: 0% is about no effect
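Enhancer read-out: after compound pinning and an initial kinetic agonist-mode read, an EC20 of TRH (10 nM final) was injected and fluo-8 calcium signal (Ex 480/Em 530) followed at 1 s/cycle for 100 cycles in TRHR-expressing cells.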
Starred values were filed as active, the others as inactive; ? = inconclusive; / = not tested or not shown; & = joins results of further samples; [ ] = dose if it differs, or a comment. Unless noted, calls come from the whole dose curve; as a rule, active = well fitted inhibition curve with a large enough effect; inconclusive = small, poorly fitted or top-dose-only effect; inactive = no such curve, though single readings can be large or run the other way.

SMILES	TrxR1 substrate	PI4K2A inh	IDH1 R132H inh	D2 ag	D2 antagonist	USP1-UAF1 inh	TRHR agonist	TrxR1 inh	TRHR PAM
Brc1cccc(-c2nn(-c3ccccc3)c3c2cnc2cc4c(cc23)OCO4)c1	-1%	-2	-3%	0.6	/	-20%	0.4	-7%	7
NC(=S)Nc1cccc2cc3ccccc3cc12	7%	-3	-2%	2.4	3	?	14	-7%	5
O=C(Nc1ccn(Cc2c(F)c(F)cc(F)c2F)n1)c1ccc(COc2ccccc2Cl)cc1	7%	12	3%	0.9	-9	-14%	0.9	30%	-6
CSc1ccccc1C(=O)OCC(=O)Nc1ccc(N2CCOCC2)cc1	2%[57.1 µM]	8	3%	/	/	-8%	/	2%[11.4 µM]	/
Cc1cccc(C(C)C)c1NC(=O)c1c(-c2ccccc2)noc1C	6%	6	0%	-0.8	-5	-20%	-1.2	25%	6
CC(=O)Nc1ccc(C(=O)NCCN2CCOCC2)cc1	8%	1	-9%	-1.5	3	-16%	-0.6	15%	-2
COc1ccc(NS(=O)(=O)c2cc(NC(=O)Cc3n[nH]c(=O)c4ccccc34)ccc2OC)cc1	-6%	-4	1%	/	/	-20%	/	2%	/
CCOc1ccc(CCNC(=O)COC(=O)c2ccc3c(c2)OCCO3)cc1OCC	-10%	-5	-3%	-0.3	-4	-17%	-0.3	-4%	2
CCOC(=O)c1c(-n2cnnn2)sc(C)c1C	22%[57.1 µM]	-1	1%	/	/	1%	-0.3	0%[57.1 µM]	-4
Cc1cccc(Nc2c(-c3ccsc3)nc3nc(C)cc(C)n23)c1	6%	-5	-34%	-1.0	/	-8%	-0.4	-3%	-3
O=C(/C=C/c1ccc(Cl)cc1)NC(=S)Nc1ccc(CN2CCOCC2)cc1	4%[57.1 µM]	1	1%	35*	0	-13%	0.8	12%[57.1 µM]	1
Cc1cc(C)c2oc(-c3cccc(NC(=O)COc4ccc([N+](=O)[O-])cc4)c3)nc2c1	0%[11.4 µM]	0	-8%	0.0	/	5%	1.5	24%	-8
COc1cc(/C=C2\SC(=S)N(CC(=O)NC(C)(C)C)C2=O)cc(OC)c1OC	-3%	6	-6%	/	/	-19%	1.6	7%	-3
COc1ccc(OC)c(C(C)NS(=O)(=O)c2cccs2)c1 (stereo unspecified)	-1%	0	5%	-0.4	-7	-23%	0.2	-5%	3
CSCCC(NC(=O)c1ccccc1Br)C(=O)NCc1ccc(F)cc1 (stereo unspecified)	12%	1	9%	-3.1	3	-26%	-1.5	28%	-3
O=C(Cc1cccs1)NCc1cccc(C(F)(F)F)c1	-8%	-2	2%	0.0	1	0%	-0.7	-1%	3
O=C(Nc1ccc2c(c1)OCCO2)c1ccccn1	-1%	?	3%	-0.4	1	-2%	-0.1	4%[57.1 µM]	2
Cn1c(CC(=O)Nc2ccccc2F)nnc1SCC(=O)Nc1nncs1	-2%[57.1 µM]	-3	-2%	-0.5	17	-13%	0.0	-4%[57.1 µM]	9
Cc1cccc(N2CCN(C(=O)c3ccc(CS(=O)c4cccc(Cl)c4)o3)CC2)c1C (stereo unspecified)	-4%	2	-3%	0.7	/	1%	-0.1	4%	-10
Cn1c(=O)c2c(ncn2CC(=O)OCC(=O)c2ccc(F)c(F)c2)n(C)c1=O	-4%	0	11%	0.0	0	-15%	0.0	-10%	4

Structural class, the entries above containing two or more sulfur atoms (3)
SMILES	TrxR1 substrate	PI4K2A inh	IDH1 R132H inh	D2 ag	D2 antagonist	USP1-UAF1 inh	TRHR agonist	TrxR1 inh	TRHR PAM
COc1cc(/C=C2\SC(=S)N(CC(=O)NC(C)(C)C)C2=O)cc(OC)c1OC	-3%	6	-6%	/	/	-19%	1.6	7%	-3
COc1ccc(OC)c(C(C)NS(=O)(=O)c2cccs2)c1 (stereo unspecified)	-1%	0	5%	-0.4	-7	-23%	0.2	-5%	3
Cn1c(CC(=O)Nc2ccccc2F)nnc1SCC(=O)Nc1nncs1	-2%[57.1 µM]	-3	-2%	-0.5	17	-13%	0.0	-4%[57.1 µM]	9

(continued)
SMILES	TrxR1 substrate	PI4K2A inh	IDH1 R132H inh	D2 ag	D2 antagonist	USP1-UAF1 inh	TRHR agonist	TrxR1 inh	TRHR PAM
CC1(C)C(=O)N(OCc2ccccc2)C(C)(C)C(=O)N1OCc1ccccc1	-3%	1	5%	0.1	3	-15%	0.8	-8%	-3
Cc1ccccc1N=C1N=C(N)c2ccccc21	-7%	-1	2%	-0.6	-2	-22%	-0.3	0%	0
COc1cc(C(=O)NC(=S)NNC(=O)[C@H]2C[C@@H]2c2ccccc2)cc(OC)c1OC	-7%	117	-2%	5.7	-2	-5%	1.1	-19%	7
O=C(CCS(=O)(=O)c1ccc(Br)cc1)Nc1cc(F)ccc1F	-1%	3	1%	0.4	0	-17%	-0.1	35µM*	0
Cc1ccc(NC(=O)Cn2c(=O)n(Cc3nc(-c4ccccc4)no3)c(=O)c3cc4c(cc32)OCO4)cc1C	8%	6	9%	0.7	/	-15%	0.6	10%	3
CCOC(=O)c1ccccc1NC(=O)C1CSC2(C)CCC(=O)N12 (stereo unspecified)	?	-3	-9%	-1.5	-6	-12%	-1.0	3%	-1
CCc1ccc(C(=O)/C=C/NCc2ccc(F)cc2)cc1	-2%	0	-2%	1.2	-5	-18%	1.0	-9%	3
Cn1nccc1C(=O)Nc1ccccc1C(=O)O	-7%[57.1 µM]	-8	3%	0.7	18	-22%	-0.7	9%[57.1 µM]	-4
C=C(C)c1cccc(C(C)(C)NC(=O)N2CCN(C)CC2)c1	-9%	2	2%	1.0	-3	-9%	-0.4	-14%	-3
Cc1cc(C)c(NS(=O)(=O)c2ccc3c(c2)NC(=O)CCS3)c(C)c1	-6%&11%	-2&1	9%&8%	-1.0&-0.1	-6	0%&-26%	-0.1&-0.7	17%&28%	0&3
O=C(Cn1nc(-c2ccccc2F)ccc1=O)NCc1ccc2c(c1)OCO2	5%	-4	1%	-0.3	10	-17%	-0.2	14%	-4
Cc1ccc[n+](CC(=O)c2ccc(NC(=O)c3ccccc3)cc2)c1C	-7%	2	6%	/	/	1%	/	3%	/
O=C(N/N=C\c1ccc(Sc2ccccn2)o1)c1cccc(Br)c1	-4%	2	8%	-1.1	-5	-11%	1.1	-16%	6
CCC1=C(c2ccc(C)cc2)S(=O)(=O)N=C1N1CCC(C(=O)N2CCCCC2)CC1	-2%[57.1 µM]	1	/	2.6	/	-18%	-0.2	5%[57.1 µM]	-3
COc1ccc2[nH]c(C(=O)N3CCN(C)CC3)c(C)c2c1	4%	-2	-9%	0.9	-5	-23%	0.9	15%	7
Cc1cccc(C)c1NC(=O)CN1C(=O)S/C(=C\c2cccn2-c2cccc(C(=O)O)c2)C1=O	-4%	-4	-2%	0.4	0	0%	0.1	-16%	-1
COc1ccccc1N/C(N)=N/c1nc(CSc2nc3ccccc3s2)cc(=O)[nH]1	/	/	/	2.7	0	/	1.3	/	9
O=C(OCc1nc2ccccc2s1)c1cccs1	-3%	7	6%	-0.5	14	-8%	0.0	-8%	-10
CCOC(=O)c1c(C)[nH]c(N=Nc2ccc(C)cc2)c1C	3%[57.1 µM]	-3	1%	0.8	-5	-16%	0.3	-34%[57.1 µM]	-1
COc1ccc(C(CC(=O)NCc2ccccc2)C(C)C)cc1 (stereo unspecified)	5%	2	-5%	-0.3	-7	?	-1.8	9%[57.1 µM]	13
CN(C)C(CNC(=O)c1oc2ccccc2c1CSc1ncn[nH]1)c1ccco1 (stereo unspecified)	3%[57.1 µM]	0	-6%	-0.2	-6	0%	-0.7	22%[57.1 µM]	-4
COC(=O)c1cc(Br)cn1S(=O)(=O)c1ccccc1	-8%	-2	-9%	1.4	7	-21%	-1.1	-8%	1
CSc1nnc(-c2ccc(Cl)cc2Cl)o1	9%	5	10%	-0.2	7	-9%	-0.6	-12%	1
Clc1ccc(-c2nsc(N3CCOCC3)n2)c(Cl)c1	2%	2	-2%	-0.1	0	-16%	0.7	20%	-2
COc1ccc(Nc2ccc(S(=O)(=O)N3CCCCC3)cc2[N+](=O)[O-])cc1Cl	-4%	2	2%	0.9	1	-7%	0.8	8%	9
CCOC(=O)C1CCCN(c2oc(-c3ccc(OC)cc3)nc2C#N)C1 (stereo unspecified)	107%[activator]	5	2%	0.0	12	-17%	-2.0	?	-7
O=C(c1ccccc1)N1CCN(CC(O)COc2cccc3ccccc23)CC1 (stereo unspecified)	3%	2	6%	2.2	6	-24%	-0.2	26%[2.29 µM]	-8
COc1cc(NC(=O)COc2ccccc2Cl)ccc1NC(=O)C(C)C	-1%	-5	11%	0.7	3	-13%	-0.1	15%	2
Cc1cc(N2CCN(C(c3ccccc3)c3ccccc3)CC2)n2ncnc2n1	-15%	-4	0%	0.6	3	-5%	0.6	9%[57.1 µM]	-2
CN(/N=C/c1ccncc1)c1cnn(-c2ccc(F)c(Cl)c2)c(=O)c1Cl	-4%	0	0%	/	/	-24%	-0.4	-12%	-5
O=C1NC(=Nc2ccccc2Br)SC1(CO)CO	2%	-3	-10%	-0.4	4	-23%	-0.1	22%	6
CCOC(=O)c1c(C)n(C)c2ccc(OC(C)C(=O)OC)cc12 (stereo unspecified)	0%	6	10%	0.4	13	-10%	-0.9	-5%	-3
COc1ccc(NC(=S)/N=C(\N)Nc2nc(C)c3ccccc3n2)cc1	9%[11.4 µM]	1	4%	-2.3	-10	-14%	-1.2	18%[11.4 µM]	-4
O=C(Nc1ccc2nc(-c3ccco3)c(-c3ccco3)nc2c1)N1CCCCCC1	34%[activator]	-51*	2%	1.0	-14	32µM*	2.1	1.8µM*	2
CC(C)CNS(=O)(=O)c1ccc2c(c1)OCCO2	9%	0	1%	-0.4	-4	-16%	-1.0	14%	3
CCn1c(=O)c(=O)[nH]c2cc(C(=O)N3CCN(Cc4ccc5c(c4)OCO5)CC3)ccc21	1%	4	-7%	1.4	9	-17%	-1.0	20%	6
COCCCNC(=O)C1CCN(c2nnc(-n3cccc3CNc3ccc(C)cc3)s2)CC1	5%	2	/	-0.6	/	-14%	0.0	2%	-4
